ATG4B inhibitor = ATG4B protease inhibitors, primary screen, biochemical, fluorescence, uHTS. 340,000 tested, 0.51% active. ATG4B cleavage of LC3-PLA2, NBD-HPC fluorescence, 1 h. inhibition, % at 8.33 µM; in the data active = inhibition above about 40%
UBC13 polyUb = UBC13 polyubiquitin chain formation inhibitors, primary screen, biochemical, TR-FRET, uHTS; Ubiquitin-conjugating enzyme E2 N (Homo sapiens), P61088; inhibition, % at 20 µM; 330,000 tested, 0.47% active; AID 485273, 2010; in the data active = inhibition above about 45%, passing the limit was not always enough
Target sequence (P61088 whole entry, looked up): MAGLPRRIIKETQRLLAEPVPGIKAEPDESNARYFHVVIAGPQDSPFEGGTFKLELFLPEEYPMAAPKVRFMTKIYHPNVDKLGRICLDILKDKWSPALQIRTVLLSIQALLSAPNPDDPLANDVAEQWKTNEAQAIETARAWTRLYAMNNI
EBI2 antag = EBI2 receptor antagonists, beta-arrestin recruitment, primary screen, cell-based, luminescence, 7a,25-OHC stimulation, uHTS | 360,000 tested, 0.81% active | inhibition, % at 5 µM | 7a,25-OHC stimulated | G-protein coupled receptor 183 (Homo sapiens), P32249 | AID 651636, 2012; in the data active = inhibition above about 38%;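 note: enzyme fragment complementation signal reports receptor beta-arrestin coupling in cells; 0% = agonist plus DMSO wells and 100% = wells without agonist; some results beyond the cut were filed as inactive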
Target sequence (P32249 whole entry, looked up, the tested form may be a part): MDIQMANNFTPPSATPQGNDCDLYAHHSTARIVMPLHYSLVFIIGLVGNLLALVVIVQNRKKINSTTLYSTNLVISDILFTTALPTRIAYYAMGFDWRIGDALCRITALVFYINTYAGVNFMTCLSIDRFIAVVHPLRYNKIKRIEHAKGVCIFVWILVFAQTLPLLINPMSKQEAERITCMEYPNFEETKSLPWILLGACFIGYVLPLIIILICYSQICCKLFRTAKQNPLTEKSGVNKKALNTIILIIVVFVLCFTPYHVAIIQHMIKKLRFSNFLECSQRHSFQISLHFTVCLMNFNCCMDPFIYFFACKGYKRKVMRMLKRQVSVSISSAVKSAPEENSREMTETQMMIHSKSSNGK
APJ agonist = agonists of human apelin receptor APJ, primary screen, CHO-K1 cells, PathHunter beta-arrestin, luminescence. P35414. 0% DMSO wells, 100% apelin. activation, % at 20 µM. 330,000 tested, 0.11% active;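 active = activation more than six SD over the plate average, tested at 20 µM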;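 note: 0% = DMSO alone and 100% = apelin-13 at 10 nM; some results filed as inactive read as strong as hits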
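Test system: CHO-K1 APJ beta-arrestin complementation cell line | Compound: Single test compound dose, 20 µM final, 1% DMSO | Incubation: Compound 90 min 25 °C, reagent 1 h | Measured by: beta-gal luminescence | Read-out basis: APJ–arrestin association signal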
Gli-Sufu block = Gli-Sufu pathway antagonists, primary screen, luciferase luminescence, Sufu-KO-LIGHT cells, uHTS. Sufu-KO-LIGHT fibroblasts, Gli luciferase reporter luminescence. inhibition, % at 5 µM. 340,000 tested, 0.74% active. AID 588413, 2011;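 active = inhibition above about 55%, limit read from the data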;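 note: 0% = DMSO-treated cells and 100% = wells with medium but no cells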
APJ antag = antagonists of human apelin receptor APJ, primary screen, CHO-K1 cells, beta-arrestin complementation, luminescence | P35414 | inhibition, % at 20 µM | 330,000 tested, 0.32% active;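 active = inhibition above about 40% at 20 µM, limit read from the data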;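 note: cells challenged with 10 nM apelin-13 agonist together with compound; plate controls were apelin-13 plus DMSO wells for no effect and DMSO wells lacking apelin-13 for full effect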
CXCR6 inh = CXCR6 receptor inhibitors, primary screen, cell-based, beta-arrestin, luminescence, CHO-K1 PathHunter, 1536-well. C-X-C chemokine receptor type 6 (Homo sapiens), O00574. inhibition, % at 20 µM. 360,000 tested, 0.36% active; in the data active = inhibition above about 34%, passing the limit was not always enough;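 note: antagonist mode with CXCL16 agonist at 10 nM final; 0% = 10 nM CXCL16 with DMSO and 100% = unstimulated wells without agonist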
CCR6 antag = CCR6 receptor antagonists, primary screen, cell-based, CHO-K1, luminescence, beta-arrestin, uHTS; CHO-K1 CCR6 PathHunter beta-arrestin, CCL20-stimulated; inhibition, % at 20 µM; 340,000 tested, 0.49% active; C-C chemokine receptor type 6 (Homo sapiens), P51684;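 active = compounds whose inhibition of the agonist-driven luminescence signal at 20 µM reaches about 50%, limit read from the data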;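 note: cells stimulated with CCL20 at 14 nM final; plate controls were DMSO with CCL20 for no effect and DMSO without agonist for full effect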
Target sequence (P51684 whole entry, looked up): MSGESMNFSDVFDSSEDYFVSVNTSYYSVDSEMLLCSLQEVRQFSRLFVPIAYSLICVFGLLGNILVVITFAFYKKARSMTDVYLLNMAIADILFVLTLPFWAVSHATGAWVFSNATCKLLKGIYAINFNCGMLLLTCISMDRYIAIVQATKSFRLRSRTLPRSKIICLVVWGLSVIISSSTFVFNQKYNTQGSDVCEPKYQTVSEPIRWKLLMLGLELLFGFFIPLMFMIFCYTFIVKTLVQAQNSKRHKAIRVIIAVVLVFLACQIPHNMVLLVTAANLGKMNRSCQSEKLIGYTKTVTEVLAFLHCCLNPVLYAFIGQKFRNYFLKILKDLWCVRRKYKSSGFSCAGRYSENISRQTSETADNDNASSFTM
The depositor's hits bear a star; . = not tested or not shown; & = joins results of further samples.

SMILES | ATG4B inhibitor | UBC13 polyUb | EBI2 antag | APJ agonist | Gli-Sufu block | APJ antag | CXCR6 inh | CCR6 antag
CC1=C(C(=O)OCC2CCCO2)C(c2ccccc2Cl)NC(=O)N1 (stereo not drawn) | 2 | -10 | -1 | -2 | -2 | -14 | -3 | -9
Nc1cc(S(=O)(=O)N2CCOCC2)ccc1N1CCCCC1 | -8 | 11 | 5 | -4 | 9 | 14 | -6 | 6
CCCCCOC(=O)c1cc(=O)[nH]c2ccccc12 | -14 | 4 | -9 | -3 | -8 | -1 | 9 | 4
Cn1ncc2c(NNC(=O)Cc3cccc4ccccc34)ncnc21 | 5 | 9 | -8 | -3 | -1 | -7 | -5 | 11
CCc1ccc(OCC(=O)NC(=S)Nc2ccc(C(=O)O)cc2)cc1 | -3 | 1 | -8 | -5 | 0 | 10 | 11 | 23
Cc1ccc(C=Nc2ccccc2C#N)s1 | 7 | -7 | -9 | -3 | -3 | 11 | -14 | 15
O=C(COC(=O)Cn1cnc2ccccc21)Nc1ccc2c(c1)C(=O)c1ccccc1C2=O | 4 | -28 | 4 | 1 | -75 | -17 | 5 | 2
CCN(CC)S(=O)(=O)c1ccc2nc(NC(=O)c3cccs3)sc2c1 | -7 | -2 | -17 | -3 | -23 | 3 | -7 | 3
O=C(Cc1cc(=O)[nH][nH]1)N/N=C/C(Cl)=C/c1ccccc1 | 3&0 | 10&-5 | 1&-6 | -5&-4 | -4&9 | 16&10 | -2&6 | -8&16
O=C(Nc1ccc(C(=O)O)cc1)/C(=C\c1ccco1)NC(=O)c1ccccc1 | 3 | 4 | 3 | -3 | -2 | 13 | 3 | 8
CC[C@@]12C(=O)N(c3cccc(C)c3)C(=O)N1[C@H](c1ccc(OC)cc1)[C@@H]1C(=O)N(C(C)(C)C)C(=O)[C@@H]12 | -13 | 6 | -9 | 5 | -22 | 16 | -16 | 1
COc1ccc(C(=O)Nc2c(N)nc(SCC(=O)N3CCCCCC3)[nH]c2=O)cc1OC | -2 | 5 | 4 | -3 | -1 | -10 | -3 | -4
COc1ccc(-c2nn(-c3ccccc3)cc2/C=C2/SC(=S)N(CCC(=O)O)C2=O)c(C)c1 | 11 | -35 | 8 | -5 | -16 | 16 | 13 | 25
O=C(CN1CCN(c2ccccc2)CC1)c1ccc2cc[nH]c2c1 | -4 | 4 | -6 | -3 | 4 | -1 | 3 | 5
COc1ccc(NC(=O)CSc2nnc(CC(=O)Nc3ccc(F)cc3)n2C)cc1 | 0 | -2 | -2 | 0 | -27 | 12 | 3 | 6
CCOC(=O)c1ccc(N=CC2=C(O)CC(C)(C)CC2=O)cc1 | 6 | -4 | -5 | -2 | -42 | 13 | -7 | 1
CCN(CC)C(=O)COC(=O)c1cc(-c2ccco2)nc2ccccc12 | -7 | . | -1 | . | -1 | . | 13 | 11
Cc1cn(CC(=O)NCc2ccccc2)c(=O)[nH]c1=O | -2 | . | -4 | . | -1 | . | 5 | -11
COc1ccc(C(=O)NC2CC3CCCC(C2)N3CC(C)C)cc1OC (stereo not drawn) | -12 | 5 | -8 | 2 | 3 | 3 | -3 | 4
COc1ccc2c(c1)c1c3n2CCN(C)C3=NCC1 | 6 | 9 | -1 | -2 | 0 | -8 | 4 | -5
CC(=O)Nc1ccc2c(c1)ncn2-c1ccc(C)cc1 | 2 | 18 | -1 | -6 | -65 | -1 | -7 | -1
COC(=O)CSc1nc(C)c2ccc(OC)cc2n1 | 2 | 6 | -11 | 4 | 5 | 7 | -6 | -1
CCN(Cc1ccccc1)C(=O)c1cc2cc(OC)c(OC)cc2[nH]1 | 0 | 10 | 4 | -2 | 7 | 17 | -2 | 4
Cc1nnc(SCC(=O)NNC(=O)c2ccco2)n1-c1cccc(Cl)c1 | -12 | -1 | -14 | -2 | 5 | 0 | -9 | 10
Cc1cc(=O)[nH]c(SCc2cn3ccccc3n2)n1 | 31 | 4 | 5 | -4 | 5 | 11 | 2 | -6
NC1=NC[C@H](c2ccccc2)N1CCCCC1CCCCC1 | 12 | 79* | -1 | 4 | 62* | -20 | -9 | 10
COc1ccc(S(=O)(=O)N=Nc2c(O)[nH]c3ccccc23)cc1 | -5 | -10 | -4 | -2 | 0 | 16 | 1 | -1
CCOC(=O)c1c(S(=O)(=O)Nc2cccc(Cl)c2)c(C)n(C)c1C | 0 | -3 | 3 | -2 | -5 | 6 | -7 | 10
O=C(NCC(=O)N1CCCC1)c1ccc(Cl)cc1 | 7 | -1 | -2 | 0 | -4 | 9 | -1 | 8
c1ccc(SCc2nc(-c3cccnc3)no2)cc1 | -5 | -5 | 1 | -1 | -82 | -32 | -6 | -3
COc1ccc(C(=O)NCC(=O)NCC(=O)OCC(=O)C(C)(C)C)cc1 | -12 | -2 | -20 | -2 | -8 | -10 | -7 | 0
Cc1ccc(Cl)cc1NS(=O)(=O)c1ccc2c(c1)NC(=O)C(C)C(=O)N2 (stereo not drawn) | 9 | 0 | -4 | -3 | 40 | 11 | -6 | 3
NS(=O)(=O)c1ccc(CCNC(=O)c2ccccc2F)cc1 | -5 | 4 | -25 | -6 | -2 | 0 | -5 | -11
CN(C(=O)c1ccc(=O)[nH]c1)C1(C(=O)NC2CCCCC2)CCCCC1 | -16 | -15 | 4 | 3 | -1 | -9 | 2 | -9
Cc1ccc(NC(=O)NCc2ccccn2)cc1 | 0 | 11 | -3 | -1 | -11 | 13 | 3 | 5
CCc1nnc(NS(=O)(=O)c2ccc(NC(=S)NC(=O)c3ccc(OC)c(OC)c3)cc2)s1 | -1 | -19 | 7 | -3 | -2 | 13 | 14 | 28
COc1ccc(NC(=O)C(=O)N2N=C3CCCCC3C2(O)C(F)(F)F)cc1 (stereo not drawn) | -4 | 0 | 6 | -5 | -3 | 4 | 2 | 7
Cn1ccnc1SCC(=O)NC12CC3CC(CC(C3)C1)C2 | 3 | -7 | -20 | 2 | -7 | -5 | -1 | -2
COc1ccc(-n2cc(CNC3CCN(C)CC3)c(-c3cccc(F)c3)n2)cc1 | -6 | 14 | -12 | 0 | -26 | -7 | 0 | 5
O=C(NCCNC(=O)C(c1ccccc1)c1ccccc1)c1ccco1 | -10 | -7 | 1 | -27 | 3 | -30 | 4 | -9
Cc1ccc(S(=O)(=O)N2CCOCC2)cc1C(=O)OCC(=O)NCc1ccc2c(c1)OCO2 | -3 | 5 | -8 | -1 | 0 | 17 | 5 | 4
O=c1c(/C=C(\O)c2ccc(F)cc2)nc2ccccc2n1-c1ccccc1 | -21 | -24 | 22 | -7 | -9 | 19 | 16 | 17
CCCNC(=S)N1CCN(Cc2ccc3c(c2)OCO3)CC1 | 0 | -1 | 7 | -2 | 12 | -2 | -4 | -5
NC(=O)c1nsc(C(=O)N(Cc2ccccc2Cl)C(C(=O)NCC2CCCO2)c2ccc(O)cc2)c1N (stereo not drawn) | -11 | 22 | 2 | 0 | 32 | 1 | 2 | 13
CN1CCS/C1=C\C=C1/SC(=S)N(CC(=O)O)C1=O | -15 | . | 11 | . | -6 | . | 21 | 32
COc1ccccc1OCCC(=O)OCC(=O)NCc1ccccc1 | -1 | 5 | -13 | 1 | -2 | -3 | -4 | 8
COc1ccc(C2(C(=O)NC(C)C)CCCC2)cc1OC | -1 | 14 | 0 | -2 | -4 | -15 | 3 | -4
CC(C)(C)n1nnnc1C(c1cccnc1)N(Cc1ccccc1)Cc1cccs1 (stereo not drawn) | 19 | 1 | 14 | -1 | 6 | -14 | 18 | 36
CCCOC(=O)C1C2C=CC3(CN(c4ccc(Cl)c(F)c4)C(=O)C13)O2 (stereo not drawn) | 5 | 9 | -1 | -5 | 1 | 4 | -4 | 4
CCC(C)(C)NC(=O)C(c1ccc(OC)cc1)N(C(=O)CCC(=O)Nc1cc(C)on1)c1ccc2c(c1)OCO2 (stereo not drawn) | -1 | -1 | -2 | -3 | 12 | -1 | -7 | 10
COc1cc2c(C(=O)NCc3ccc(C)o3)cn(CC(C)C)c(=O)c2cc1OC | -10 | -1 | 1 | -4 | -1 | 4 | 1 | 5
CCS(=O)(=O)N1Cc2ccccc2CC1C(=O)N1CCN(c2cccc(C)c2C)CC1 (stereo not drawn) | 1 | -1 | 19 | -2 | 8 | 3 | 7 | 19
Cc1ccc(SCC(=O)NC2CCS(=O)(=O)C2)cc1 (stereo not drawn) | -2 | 9 | -12 | -2 | 2 | -3 | 3 | 8
COc1ccc(OC)c(NC(=O)C(CCSC)NS(=O)(=O)c2cccs2)c1 (stereo not drawn) | -4 | -2 | 5 | -3 | 11 | -14 | -2 | 14
Cc1ccc(C)c(Sc2ccc(NC(=O)CCl)cc2)c1 | 18 | 10 | . | 0 | -10 | -5 | . | -1
Cc1nccn1CCOc1ccc(Cl)cc1 | -6 | -1 | -10 | -2 | -8 | 2 | -7 | 4
c1ccc(-c2cn3c(n2)CCc2ccc4cccnc4c2-3)cc1 | -3 | 5 | 34 | -6 | 32 | 0 | 33 | 12
CC(=O)Nc1ccc(C2=NN(Cc3nnc(-c4ccccc4)o3)C(=O)SC2)cc1 | -3 | -4 | 6 | 3 | 3 | 9 | 0 | 25
COc1cc(OC)cc(-n2nnnc2SCC(=O)NC2CCCC2)c1 | -15 | 10 | 1 | -3 | -23 | 2 | -3 | 24
CCCN1CCC(NC(=O)Nc2ccccc2C(=O)OC)CC1 | -1 | -2 | -7 | -3 | -4 | 19 | -4 | -12
The listing continues.
SMILES | ATG4B inhibitor | UBC13 polyUb | EBI2 antag | APJ agonist | Gli-Sufu block | APJ antag | CXCR6 inh | CCR6 antag
CN(C)S(=O)(=O)NCC1CCCN(Cc2ccc(-c3ccccc3)cc2)C1 (stereo not drawn) | 0 | 10 | -2 | 2 | 24 | -10 | -10 | 9
Cc1ccc(NC(=O)NC(=O)c2ccccc2)cc1F | 1 | -6 | -4 | -2 | -95 | -4 | -2 | 7
C[N+](C)(C)CCCCCC[N+](C)(C)C | 1 | 4 | 4 | -6 | -3 | 11 | 7 | -9
O=[N+]([O-])c1ccc(CNc2cccc(F)c2)s1 | 8 | 0 | 3 | -1 | 24 | -1 | 7 | 23
Cc1ccc(-c2cc(C(=O)N/N=C/c3ccccc3)n[nH]2)o1 | -2 | 4 | -5 | -1 | -8 | -14 | 12 | -9
CC(=O)Nc1ccc2c(c1)nc(C)n2Cc1ccccc1 | -2 | -1 | -1 | -2 | -3 | 21 | -8 | 6
COc1ccc(NS(=O)(=O)c2cccc(NC(=O)CCS(=O)(=O)c3ccccc3)c2)cc1 | -10 | 9 | -1 | 0 | 8 | 12 | 2 | 5
Cc1cc(C)nc(SCc2c(F)cccc2Cl)n1 | 20 | 4 | 7 | -1 | -9 | 0 | 1 | 20
CCc1ccc(C(=O)COC(=O)CNC(=O)CNS(=O)(=O)c2ccccc2)cc1 | -8 | 1 | 7 | -7 | -6 | 9 | 3 | 1
O=C(N/N=C1\CCCc2ccccc21)C(O)c1ccccc1 (stereo not drawn) | -14 | 1 | -8 | -3 | 4 | -1 | 6 | 5

Pulled one by one from the list above, 4 records:
SMILES | ATG4B inhibitor | UBC13 polyUb | EBI2 antag | APJ agonist | Gli-Sufu block | APJ antag | CXCR6 inh | CCR6 antag
COc1ccc(NS(=O)(=O)c2cccc(NC(=O)CCS(=O)(=O)c3ccccc3)c2)cc1 | -10 | 9 | -1 | 0 | 8 | 12 | 2 | 5
Cc1ccc(-c2cc(C(=O)N/N=C/c3ccccc3)n[nH]2)o1 | -2 | 4 | -5 | -1 | -8 | -14 | 12 | -9
Cc1cc(C)nc(SCc2c(F)cccc2Cl)n1 | 20 | 4 | 7 | -1 | -9 | 0 | 1 | 20
Cc1ccc(NC(=O)NC(=O)c2ccccc2)cc1F | 1 | -6 | -4 | -2 | -95 | -4 | -2 | 7

An unsorted share of the library; 3% or so of the library scored in one or more.
